Compound activity deposited in PubChem BioAssay by several laboratories.
p-CIP stab down: compounds decreasing mouse p/CIP protein stability | 0.01% of 290,000 active | F442A p/CIP-EGFP cells, EGFP fluorescence, 16 h | Q05BA5 | decrease of EGFP signal, % at 10 µM;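 active means EGFP signal decrease of at least 30% at 10 µM or well 3 SD below plate mean, unless failing retest; inactive means the rest, including hits failing retest or dose response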; further: some compounds called inactive have numbers as strong as hits; many of its hits are not listed in these tables
MEKK3 PB1 HTS: modulators (inhibitors or enhancers) of MEK5 binding to human MEKK3 PB1 domain; Q99759; bead-based flow cytometry, Alexa488-MEK5 binding to MEKK3; actives lie on both sides; 0 = blocked by unlabeled MEK5, 100 = vehicle; binding response (% of control), % at 10 µM; 1.4% of 290,000 active; AID 1529;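 active means binding response more than 3 SD above or below the average of its plate-row segment, actives on both sides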;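 further: Alexa488 bead fluorescence after subtracting the streptavidin-only scavenger bead signal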
IDE inh: inhibitors of human insulin-degrading enzyme in cells; P14735; HEK cells, FAbetaB cleavage, fluorescence polarization; inhibition, % at 5.59 µM; 0.41% of 320,000 active;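 active means percent inhibition above the average of all tested compounds plus 3 SD, set per screening campaign, cut at about 16% in these data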;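 further: IDE supplied by intact live HEK cells; FP after avidin binding of uncleaved biotin substrate so inhibition keeps polarization high; 0% = DMSO wells and 100% = 60 µM reference IDE inhibitor Ii1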
CRFBP-R2 block: blocks CRF-induced signaling of the CRF-BP/CRF-R2 complex; 0.59% of 350,000 active; HEK293 CRF-R2/CRF-BP, CRF-induced calcium fluorescence; inhibition, % at 11.8 µM;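 active means inhibition of the ligand-induced calcium signal above about 50% at the single tested concentration, limit read from the data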
CHRM4 PAM: CHRM4 positive allosteric modulation; activation, % at 3 µM; CHO-K1 hM4/Gqi5, Fluo-8 calcium fluorescence, ACh EC20; 0% = ACh EC20, 100% = maximal ACh; P08173; 0.4% of 360,000 active;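 active means activation above its plate's cutoff, the mean activation of sample wells plus 3 SD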; further: some results filed as inactive read as strong as hits
Target sequence (P08173 whole entry, looked up): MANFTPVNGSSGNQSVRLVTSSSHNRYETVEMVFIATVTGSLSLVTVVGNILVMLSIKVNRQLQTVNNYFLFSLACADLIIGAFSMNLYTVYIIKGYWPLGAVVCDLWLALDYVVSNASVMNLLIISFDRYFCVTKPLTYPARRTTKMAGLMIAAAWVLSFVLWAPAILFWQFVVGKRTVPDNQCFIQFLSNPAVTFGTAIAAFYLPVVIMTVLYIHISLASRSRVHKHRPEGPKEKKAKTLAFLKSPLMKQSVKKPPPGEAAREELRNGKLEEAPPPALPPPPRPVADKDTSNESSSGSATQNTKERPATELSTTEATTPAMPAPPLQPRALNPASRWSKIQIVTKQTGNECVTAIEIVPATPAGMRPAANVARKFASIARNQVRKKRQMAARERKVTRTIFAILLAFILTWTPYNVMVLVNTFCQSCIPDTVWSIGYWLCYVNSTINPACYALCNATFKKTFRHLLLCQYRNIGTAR
GalR3 antag: antagonists of human GalR3; HEK293 GalR3-CNG cAMP membrane potential fluorescence; galR3 body fused to GalR1 C-terminus; inhibition, % at 3 µM; 0.44% of 360,000 active; AID 651719;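 active means inhibition above the screen-wide average plus 3 SD, cut at about 13% in these data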;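 further: forskolin and galanin both at EC90 stimulate the cells; cAMP rise reported by CNG channel membrane potential dye signal; 0% = forskolin plus galanin with DMSO and 100% = forskolin alone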
Target sequence (O60755 1-299 limits assumed): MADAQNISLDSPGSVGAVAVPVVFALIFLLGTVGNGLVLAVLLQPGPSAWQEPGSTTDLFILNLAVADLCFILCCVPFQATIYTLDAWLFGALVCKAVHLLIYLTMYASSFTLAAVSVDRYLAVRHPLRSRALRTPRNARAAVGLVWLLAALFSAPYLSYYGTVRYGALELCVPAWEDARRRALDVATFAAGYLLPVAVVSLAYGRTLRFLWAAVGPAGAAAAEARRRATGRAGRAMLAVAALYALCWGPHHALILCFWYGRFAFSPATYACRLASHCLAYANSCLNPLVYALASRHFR
IDE act: boosts human insulin-degrading enzyme activity in HEK cells; 0.073% of 340,000 active; FAbeta-B cleavage, fluorescence polarization; 0% vehicle, 100% cell-free pure enzyme wells; AID 493087; activation, % at 5.96 µM;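 active means activation above the mean of all tested compounds plus 3 SD, set per screening campaign, cut at about 17% in these data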
PHOSPHO1 block: PHOSPHO1 (human) inhibition; Q8TCT1; recombinant PHOSPHO1, absorbance phosphatase assay; inhibition, % at 13.3 µM; 1.1% of 290,000 active; in the data active means inhibition above about 60%
Target sequence (Q8TCT1 whole entry, looked up): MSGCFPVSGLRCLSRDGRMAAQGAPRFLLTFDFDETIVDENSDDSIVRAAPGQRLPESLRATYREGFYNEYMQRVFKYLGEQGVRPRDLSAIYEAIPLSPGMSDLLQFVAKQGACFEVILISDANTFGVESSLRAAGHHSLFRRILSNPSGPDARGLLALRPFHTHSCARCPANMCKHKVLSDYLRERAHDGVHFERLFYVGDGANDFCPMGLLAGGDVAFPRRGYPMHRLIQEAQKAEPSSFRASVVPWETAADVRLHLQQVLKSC
CRFR2-BP ag: agonists of human CRF-binding protein/CRF-R2 receptor complex. HEK293 CRF-R2/CRF-BP, calcium dye fluorescence (FLIPR); percent of saturating CRF peptide response. 0.46% of 350,000 active. AID 588473. activation, % at 13.2 µM;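 active means activation of at least 50%, plus an integration ratio under a set limit after plate pattern correction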;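 further: plate controls were neutral control wells without compound for no effect and CRF at EC100 for full effect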
Starred values were filed as active, the others as inactive; x = no result given.

The first 3 records as a preview:
No.	Molecule	p-CIP stab down	MEKK3 PB1 HTS	IDE inh	CRFBP-R2 block	CHRM4 PAM
1	CCC(C)(C)NC(=O)C(Sc1ccccc1)c1ccccc1 (configuration not stated)	-14	96	-1	5	11
2	CC(C)NC(=O)COc1nncc2ccccc12	-12	89	2	11	-3
3	O=C(COc1ccccc1)NCCSc1ccccc1	-7	98	-7	-7	-9

No.	GalR3 antag	IDE act	PHOSPHO1 block	CRFR2-BP ag
1	-2	-1	41	-0.2
2	-2	5	53	-0.7
3	-2	-2	-16	-0.3

Main list, from the first entry:
No.	Molecule	p-CIP stab down	MEKK3 PB1 HTS	IDE inh	CRFBP-R2 block	CHRM4 PAM
1	CCC(C)(C)NC(=O)C(Sc1ccccc1)c1ccccc1 (configuration not stated)	-14	96	-1	5	11
2	CC(C)NC(=O)COc1nncc2ccccc12	-12	89	2	11	-3
3	O=C(COc1ccccc1)NCCSc1ccccc1	-7	98	-7	-7	-9
4	Cc1cc2c(c(/C=C/C(=O)c3ccccc3)c1)OC1(C=C2)Oc2ccccc2C(=O)N1C (configuration not stated)	-10	100	4	-2	-4
5	O=C(CCc1ccccc1Cl)Nc1ccc(S(=O)(=O)N2CCOCC2)cc1	x	x	16	-25	-3
6	C=CCSc1nnc(-c2ccc([N+](=O)[O-])cc2)o1	-3	118	1	4	3
7	O=c1[nH]c(/C=C/c2ccccc2)c([N+](=O)[O-])c(=O)[nH]1	12	102	x	6	7
8	O=C(CCc1ccccc1)NNC(=O)c1ccccc1F	12	97	4	13	-8
9	COC(=O)c1ccc(COc2ccc(/C=N/O)cc2)o1	-15	91	1	-13	4
10	COc1cc(C(=O)NNC(=O)c2n[nH]c3ccccc23)cc(OC)c1OC	x	x	-1	4	5

No.	GalR3 antag	IDE act	PHOSPHO1 block	CRFR2-BP ag
1	-2	-1	41	-0.2
2	-2	5	53	-0.7
3	-2	-2	-16	-0.3
4	-4	-8	16	1.4
5	-1	-6	x	3.4
6	-5	8	-17	-1.5
7	-5	-5	24	3.2
8	-3	-1	-10	0.5
9	-6	0	37	6.8
10	-4	8	x	-0.3

(further entries)
No.	Molecule	p-CIP stab down	MEKK3 PB1 HTS	IDE inh	CRFBP-R2 block	CHRM4 PAM
11	O=C(COC(=O)c1ccc(-c2ccccc2)cc1)Nc1ccccc1-c1ccccc1	2	108	-6	-22	4
12	Cc1cnc(C(=O)N2CCCC(C(=O)c3ccc(C(C)(C)C)cc3)C2)cn1 (configuration not stated)	-11	104	10	-5	-4
13	NC(=O)C1CCN(C(=O)CSCc2ccccc2Cl)CC1	8	102	7	1	6
14	COc1cccc(N2CCN(C(=O)c3ccc(Cl)c(S(=O)(=O)N4CCCCCC4)c3)CC2)c1	x	x	x	-2	3
15	CCCCc1nnc(NC(=O)C(C)Sc2nc(N)cc(=O)[nH]2)s1 (configuration not stated)	0	104	-6	6	10
16	O=C(c1cnn(-c2ccccc2)c1)c1ccccc1O	-9	93	0	9	-8
17	CN(C)C(=O)CNC(=O)CN1C(=O)NC2(CCCc3sccc32)C1=O (configuration not stated)	2	104	-2	8	-2
18	CN(C)CCNC(=S)Nc1ccccc1C(C)(C)C	-13	100	4	2	-9
19	CN(C(=O)CSc1nc(-c2ccc(C(C)(C)C)cc2)c(C#N)c(=O)[nH]1)C1CCCCC1	-6	103	-4	20	1
20	O=C(CN1CCCC1)Nc1ccc(Br)cc1	-2	106	0	2	-2

No.	GalR3 antag	IDE act	PHOSPHO1 block	CRFR2-BP ag
11	0	5	-13	6.9
12	-6	4	-8	-1.5
13	-11	3	-7	-2.8
14	-5	x	x	-0.9
15	-6	-4	-5	-0.1
16	-2	-1	-6	-0.7
17	-10	4	36	-0.5
18	-5	-3	34	0.5
19	0	3	14	0.1
20	-6	2	6	0.5

Later entries
No.	Molecule	p-CIP stab down	MEKK3 PB1 HTS	IDE inh	CRFBP-R2 block	CHRM4 PAM
21	CSCCC(NC(=O)c1ccc(Cl)cc1)C(=O)O (configuration not stated)	0	97	5	7	4
22	COc1ccc(NC(=O)CN(Cc2ccccc2)S(C)(=O)=O)cc1OC	-11	83	4	7	2
23	CCCCN1CN(S(=O)(=O)c2ccc(OC)cc2)c2nc3ccccc3nc21	-6	101	-2	-12	2
24	O=C(c1ccc(CNS(=O)(=O)c2cccc(C(F)(F)F)c2)cc1)N1CCOCC1	-6	x	2	-7	2
25	Cc1cccc(NC(=O)Cn2ccn(-c3ccc4c(c3)OCCO4)c(=O)c2=O)c1	x	x	10	-2	14
26	COc1ccc2c(c1)nc(SCC(=O)C(C)(C)C)n2C	10	102	1	11	10
27	Clc1ccc2oc(-c3ccccc3)cc(=NCCCN3CCOCC3)c2c1	0	103	x	-21	-9
28	CC1=C(C#N)CCC(=O)N1Cc1c(C)cc(C)cc1C	4	104	1	19	10
29	O=C(Cn1nnc2ccccc2c1=O)NCCc1ccccc1	2	118	0	3	-4
30	CCn1ncc(-c2ccnc3cc(C(=O)O)nn23)c1C	0	75	2	5	7

No.	GalR3 antag	IDE act	PHOSPHO1 block	CRFR2-BP ag
21	-6	2	-13	-5.3
22	6	4	8	-2.5
23	-10	-1	13	-0.3
24	-7	1	-3	-2.0
25	-3	-5	x	0.5
26	-1	1	-5	1.4
27	-10	0	-15	-3.2
28	1	3	19	-2.1
29	-3	2	4	0.1
30	-3	5	36	-0.3

Later entries.
No.	Molecule	p-CIP stab down	MEKK3 PB1 HTS	IDE inh	CRFBP-R2 block	CHRM4 PAM
31	CCCOC(=O)C1=C(C)NC2=C(C(=O)CCC2)C1c1cccs1 (configuration not stated)	-4	103	3	2	9
32	CCOC(=O)c1c(NC(=O)C2CCN(S(=O)(=O)c3cccs3)CC2)sc(C)c1C	-5	104	-4	10	7
33	O=C(CSc1nnnn1Cc1ccccc1)c1ccccc1F	-17	99	-6	2	-12
34	Cc1cccc(-n2ccnc2SCC(=O)N2CCCc3ccccc32)c1C	5	81	2	-25	-3
35	CCOC(=O)c1sc(Nc2nc3c(F)cccc3s2)cc1C	-8	103	-2	19	6
36	CCCOC(=O)c1ccc(NC(=O)c2cc(Cl)ccc2OC)cc1	-11	102	5	-25	2
37	Cc1ccc(NC(=O)CSCCc2ccccn2)nc1	12	88	-7	10	-2
38	CCOCCn1c(=NC(=O)/C=C/c2ccccc2Cl)sc2cc(NC(C)=O)ccc21	-19	101	1	-30	2
39	CCCCOc1ccc(N2C(=O)CC(N(O)c3ccccc3)C2=O)cc1 (configuration not stated)	0	105	-2	0	8
40	C=C(C)CN(CC)C(=O)c1ccc(OC2CCN(S(=O)(=O)N(C)C)CC2)cc1	-14	104	1	-6	-7

No.	GalR3 antag	IDE act	PHOSPHO1 block	CRFR2-BP ag
31	-5	3	-33	0.5
32	-3	4	-10	1.8
33	-6	5	17	-0.1
34	7	3	-26	-0.9
35	2	-1	10	-0.3
36	-5	0	-10	-1.5
37	1	6	9	0.1
38	6	0	13	-1.1
39	-3	1	-10	0.0
40	-7	-1	27	0.4

The list goes on.
No.	Molecule	p-CIP stab down	MEKK3 PB1 HTS	IDE inh	CRFBP-R2 block	CHRM4 PAM
41	O=C(Nc1ccccc1N1CCOCC1)c1ccc2nc[nH]c2c1	9	106	x	11	-1
42	CSc1nc(Oc2cccc(C(F)(F)F)c2)cc(C(F)(F)F)n1	-22	102	1	19	2
43	O=C(CSc1nnc(-c2c[nH]c3ccccc23)o1)NCC1CCCO1 (configuration not stated)	x	x	-3	6	-4
44	CCOc1ccc(N=Cc2ccc3ccccc3c2)cc1	9	102	1	-3	2
45	COc1ccccc1CCN1CCCC(CN(C)Cc2ccc(OCCO)cc2)C1 (configuration not stated)	-7	100	-2	15	-6
46	Cc1ccc(CNC(=O)C2CC(c3ccc([N+](=O)[O-])cc3)=NO2)cc1 (configuration not stated)	2	105	5	8	4
47	Cc1nnc(SCc2cc(=O)[nH]c(N3CCCCC3)n2)s1	x	100	2	-8	22
48	COc1ccc(C2=Nc3nc(-c4ccccc4)cn3C(c3ccc(OC)cc3)C2)cc1 (configuration not stated)	-5	104	x	8	-2
49	CCOC(=O)c1c(S(=O)(=O)NCC(=O)Nc2ccccc2OC)c(C)n(C)c1C	4	102	2	-3	12
50	Cc1nc(-c2cccc(C(F)(F)F)c2)sc1C(=O)O	-11	101	-2	-11	1

No.	GalR3 antag	IDE act	PHOSPHO1 block	CRFR2-BP ag
41	8	3	1	-2.8
42	-1	3	45	5.5
43	-3	5	x	-0.4
44	-9	-3	44	2.3
45	-8	6	x	1.5
46	-6	3	9	-1.1
47	-4	-4	x	1.6
48	-4	-3	-4	6.4
49	-8	10	40	0.7
50	3	0	-5	-1.0

(further entries)
No.	Molecule	p-CIP stab down	MEKK3 PB1 HTS	IDE inh	CRFBP-R2 block	CHRM4 PAM
51	Cc1ccccc1NC(=O)CSc1nc(N)c(C#N)c(-c2cccs2)c1C#N	7	108	-5	1	5
52	c1ccc(Cc2ccc(OCCCNC3CCCC3)cc2)cc1	-7	108	-2	x	x
53	CC(C)N(NC(=O)c1cccc2ccccc12)C(C)C	6	111	2	0	-7
54	Cn1c(O)c(N=NC(=O)Cn2c(C(F)(F)F)nc3ccccc32)c2ccccc21	0	93	-4	-4	0
55	CC(=O)c1ccc(NC(=O)C[n+]2ccc(N(C)C)cc2)cc1	2	103	x	8	2
56	O=C(NC(=S)Nc1ccc2oc(=O)ccc2c1)c1ccccc1F	7	99	3	-3	-7
57	CN(C)C(=S)NC1CCS(=O)(=O)C1 (configuration not stated)	-9	89	3	4	3
58	COc1cccc(S(=O)(=O)N2CCOCC2)c1	-1	102	-2	-6	-6
59	COc1ccc(S(=O)(=O)N2CCC(C(=O)N3CCCC3)CC2)cc1C	3	99	4	-6	3
60	CC(NC(=S)Nc1ccccc1C(F)(F)F)C1CC2CCC1C2 (configuration not stated)	2	100	1	-7	-4

No.	GalR3 antag	IDE act	PHOSPHO1 block	CRFR2-BP ag
51	-1	-3	17	3.1
52	x	x	20	x
53	10	3	-4	-1.3
54	-2	-3	-7	2.0
55	-8	0	39	1.1
56	4	x	28	-0.7
57	-6	1	42	-2.2
58	-6	-2	2	1.8
59	-10	3	-2	0.9
60	0	5	32	0.1

(cont.)
No.	Molecule	p-CIP stab down	MEKK3 PB1 HTS	IDE inh	CRFBP-R2 block	CHRM4 PAM
61	Nc1nc(-c2ccc(C(=O)O)cc2)cs1	6	108	-4	1	-11
62	NS(=O)(=O)c1ccc(CNC(=O)C(Cc2ccccc2)NS(=O)(=O)c2ccccc2F)cc1 (configuration not stated)	2	102	3	0	-2
63	CCSc1nnc(SCC(=O)NNC(=O)c2ccccc2F)s1	-6	101	-6	-2	6
64	O=C(NCc1ccco1)C1CCCN(S(=O)(=O)c2cccc3cccnc23)C1 (configuration not stated)	-6	93	5	9	-6

No.	GalR3 antag	IDE act	PHOSPHO1 block	CRFR2-BP ag
61	1	5	12	-1.7
62	-8	1	16	0.3
63	1	0	9	-0.7
64	2	1	24	-3.7

Laid out differently: entries from further up.
item	canonical_smiles	p-CIP stab down	MEKK3 PB1 HTS	IDE inh	CRFBP-R2 block	CHRM4 PAM	GalR3 antag	IDE act	PHOSPHO1 block	CRFR2-BP ag
61	Nc1nc(-c2ccc(C(=O)O)cc2)cs1	6	108	-4	1	-11	1	5	12	-1.7
62	NS(=O)(=O)c1ccc(CNC(=O)C(Cc2ccccc2)NS(=O)(=O)c2ccccc2F)cc1 (configuration not stated)	2	102	3	0	-2	-8	1	16	0.3
63	CCSc1nnc(SCC(=O)NNC(=O)c2ccccc2F)s1	-6	101	-6	-2	6	1	0	9	-0.7

Compounds were not picked by outcome; 4.2% or so of the library scored in one or more.
